D1 agonist: Allosteric Agonists of the Human D1 Dopamine Receptor: qHTS; D(1A) dopamine receptor (Homo sapiens), P21728; HEK293 T-REx D1 cells, calcium flux, agonist mode; activation, % at 2 µM; 360,000 compounds, 1% hits; in the data active = activation above about 30%; also: 0% is about no effect
Target sequence (P21728 whole entry, looked up): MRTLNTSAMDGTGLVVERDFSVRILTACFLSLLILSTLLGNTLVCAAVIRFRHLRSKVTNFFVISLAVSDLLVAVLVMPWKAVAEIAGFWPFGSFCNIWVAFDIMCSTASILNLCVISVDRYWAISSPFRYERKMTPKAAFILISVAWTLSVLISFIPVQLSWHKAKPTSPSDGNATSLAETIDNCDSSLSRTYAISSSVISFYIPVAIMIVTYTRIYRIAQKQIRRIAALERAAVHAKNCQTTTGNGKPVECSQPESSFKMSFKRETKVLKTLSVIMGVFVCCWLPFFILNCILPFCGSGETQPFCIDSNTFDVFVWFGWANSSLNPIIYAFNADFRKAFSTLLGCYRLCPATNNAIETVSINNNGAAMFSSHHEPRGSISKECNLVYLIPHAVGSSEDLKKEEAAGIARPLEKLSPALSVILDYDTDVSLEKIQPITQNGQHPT
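Agonism was scored from calcium flux recorded over 180 s (1 read/s) after pintool compound addition, following a 10-cycle baseline. Cells were inducible force-coupled HEK293 TREx D1, plated overnight at 30 C and loaded with no-wash calcium dye.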
RXFP1 agonist: qHTS Assay for Agonists of the Relaxin Receptor RXFP1; HEK293T-RXFP1 cAMP TR-FRET, 30 min; response scale: percent of porcine relaxin response, buffer zero; Potency, µM (doses to about 57.5 µM), without a hit: at the top dose activation, hits mostly activators; 370,000 compounds, 0.3% hits; also: potency is read from the fitted curve at half-maximal effect; % is scaled to controls: 0 for no effect and ±100 for the full control effect; nearly all actives have a fitted effect of over 60% in size; many of its hits are not listed in these tables
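HEK293 cells stably expressing RXFP1, treated 30 min at 37C with compounds plus PDE4 inhibitor Ro 20174; cAMP measured by HTRF TR-FRET. Normalized to buffer and 29 nM porcine relaxin; EC50 by Hill fit.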
Vif-APOBEC3G blk: qHTS for Inhibitors of Vif-A3G Interactions: qHTS | DNA dC->dU-editing enzyme APOBEC-3G (Homo sapiens), Q9HC16 | HeLa A3G-eYFP + Vif (tagged APOBEC3G with the HIV-1 protein that degrades it), YFP fluorescence, overnight | Potency, µM (series often up to 46.1 µM), for the others: at the highest dose activity, negative = active, usual class: inhibitors | 410,000 compounds, 0.076% hits | AID 602310, 2012;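 also: potency is read from the fitted curve at half-maximal effect; % is scaled to controls: 0 for no effect and ±100 for the full control effect; nearly all actives have a fitted effect of over 60% in size; hits raise eYFP signal because A3G escapes Vif-driven loss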
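Read-out is eYFP fluorescence (Ex 488/Em 500-530) from Vif-expressing HeLa A3G-eYFP cells; more signal means A3G escaped Vif-mediated degradation. Cells plated overnight, compound pinned in, incubated overnight at 37 deg C.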
Vif-APOBEC3F blk: qHTS for Inhibitors of Vif-A3F Interactions: qHTS. HeLa A3F-eYFP + Vif (tagged APOBEC3F with the HIV-1 protein that degrades it), YFP fluorescence increase. Potency, µM (doses to about 46.1 µM), for inactives: at the highest dose activity, negative = active. 390,000 compounds, 0.2% hits. AID 602313, 2012; also: potency is read from the fitted curve at half-maximal effect; % of control where 0% means no effect; nearly all actives have a fitted effect of over 65% in size
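Fluorescence increase (Ex 488/Em 500-530) after overnight compound treatment at 37 deg C flags inhibition of Vif-driven A3F-eYFP loss in stable HeLa A3F-eYFP/Vif cells seeded overnight beforehand.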
D1 PAM: Potentiators of Human D1 Dopamine Receptor: qHTS; potentiation, % at 10 µM; HEK293 TREx D1 cells, calcium flux, dopamine EC20 potentiation; D(1A) dopamine receptor (Homo sapiens), P21728; 360,000 compounds, 0.036% hits; in the data active = potentiation above about 30%; also: 0% is about no effect
D2 potentiator: HTS Assay for Positive Allosteric Modulators of the Human D2 Dopamine Receptor: Primary Screen for Potentiators. D(2) dopamine receptor (Homo sapiens), P14416. HEK293 T-REx D2, calcium flux, EC20 dopamine potentiation. potentiation, % at 10 µM. 340,000 compounds, 0.34% hits. AID 485347, 2010;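 active = potentiation over 3 SD above the plate norm, cut at about 30% in these data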; also: 0% is about no effect
Target sequence (P14416 whole entry, looked up): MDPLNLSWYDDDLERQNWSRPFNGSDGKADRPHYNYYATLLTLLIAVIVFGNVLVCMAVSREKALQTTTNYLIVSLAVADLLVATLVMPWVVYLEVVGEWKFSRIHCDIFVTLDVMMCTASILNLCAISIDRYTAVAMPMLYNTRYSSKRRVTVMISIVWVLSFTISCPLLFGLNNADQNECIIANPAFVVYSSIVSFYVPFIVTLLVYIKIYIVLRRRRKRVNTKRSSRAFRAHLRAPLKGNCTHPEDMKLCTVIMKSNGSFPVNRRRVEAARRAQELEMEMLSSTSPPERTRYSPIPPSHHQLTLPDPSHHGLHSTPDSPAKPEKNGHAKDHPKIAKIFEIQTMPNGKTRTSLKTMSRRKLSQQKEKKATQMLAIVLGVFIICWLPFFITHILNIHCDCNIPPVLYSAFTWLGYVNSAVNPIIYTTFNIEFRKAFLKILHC
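Primary screen. Calcium kinetics in induced HEK293 T-REx D2 cells: compound pre-addition 180 s, EC20 dopamine, 180 s more.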
GRP78 ERSR act: qHTS for Inducers of the Endoplasmic Reticulum Stress Response (ERSR) in Human Glioma: qHTS; U87-MG GRP78 promoter luciferase reporter, 16 h; AID 602332, 2012; 420,000 compounds, 0.02% hits; Potency, µM, for inactives: top-dose activation, hits mostly activators; also: potency is read from the fitted curve at half-maximal effect; series mostly up to about 76 µM; % of control where 0% means no effect; nearly all actives have a fitted effect of over 35% in size
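Stably transfected U87-MG glioma cells carrying a GRP78-based luciferase sensor; 16 h compound incubation. Luminescence end-point read 10 min after Bright-Glo addition at room temperature.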
LDHA inh: qHTS assay for inhibitors of human lactate dehydrogenase; L-lactate dehydrogenase A chain (Homo sapiens), P00338; purified LDHA, NADH/diaphorase-resazurin fluorescence; hits give low values; activity change, % (values are at about 110 or 230 µM); 480,000 compounds, 0.15% hits; in the data active = activity change below about -30%; inconclusive = mostly about -25% to -30%;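 also: plate controls were DMSO wells for no effect and wells without enzyme for full effect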
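LDH5 2 nM; NADH 0.06 mM, pyruvate 0.2 mM; 200 mM Tris pH 7.4, EDTA, Tween-20; 5 min RT. Detection: diaphorase 0.133 mg/mL + resazurin 37 µM, fluorescence ex540/em590 at 0 and 20 min; normalized to enzyme-free and DMSO wells.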
D1 antag: Antagonist of Human D 1 Dopamine Receptor: qHTS; activity change, negative = inhibition, % at 10 µM; D(1A) dopamine receptor (Homo sapiens), P21728; 360,000 compounds, 3.2% hits; AID 504652, 2011; HEK293 TREx D1 cells, calcium flux, dopamine EC80; hits give low values; in the data active = activity change below about -30%; also: % is scaled to controls: 0 for no effect and ±100 for the full control effect
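Cells carrying a force-coupled, tetracycline-inducible human D1 receptor report calcium flux. Each well gets a 10 s baseline, compound with 180 s monitoring, then an EC80 dopamine stimulus with a second 180 s kinetic read.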
Starred values were filed as active, the others as inactive; ? = inconclusive; nt = no result given; & = joins results of further samples. Unless noted, calls follow the shape of the dose curve; as a rule, active = well fitted curve in the direction sought with a large enough effect; inconclusive = small, poorly fitted or top-dose-only effect, or another doubt; inactive = no such curve, though single readings can be large; an effect the other way counts as inactive or inconclusive. An excerpt; the hit share may differ from the screen's.

No. | SMILES | D1 agonist | RXFP1 agonist | Vif-APOBEC3G blk | Vif-APOBEC3F blk | D1 PAM | D2 potentiator | GRP78 ERSR act | LDHA inh | D1 antag
1 | Cc1ccc(C)c(S(=O)(=O)Nc2ccc(O)c(C(=O)O)c2)c1 | 2 | 1.7% | 1% | 10% | -3 | 2 | -2% | -4 | -15
2 | COc1cccc(C(O)c2cnc(C(C)C)n2C)c1OC (centres undefined) | 2 | 2.3% | 0% | -2% | 0 | -3 | -4% | 0 | -11
3 | CN1CCN(c2cc(=O)n(C3CCCCC3)c(=O)[nH]2)CC1 | 1 | 0.4% | 7% | -20% | -11 | 0 | -1% | -1 | -19
4 | COC(=O)CCc1n[nH]c(=O)[nH]c1=O | 3 | 0.8% | -1% | 4% | 5 | -7 | -5% | -3 | -6
5 | CCOc1ccc(Cc2c(Cl)nc(SC)nc2N(C)C)cc1 | 2 | 2.5% | ? | -16% | -9 | -4 | -3% | 0 | -7
6 | CCOC(=O)C(=O)NC(C)c1ccccc1 (centres undefined) | 6 | 0.1% | -4% | 4% | 2 | 4 | -2% | -2 | 27
7 | O=C1CCCC/C1=C\Nc1ccc(O)cc1 | 3 | -1.7% | 3% | 1% | 3 | -2 | 2% | 29 | 5
8 | CNc1c(NS(=O)(=O)c2ccc(Cl)s2)c(=O)oc2ccccc12 | 3 | -0.5% | -2% | -3% | -6 | 13 | 0% | -9&-6 | 12
9 | CC(=O)N1CCOc2ccc(S(=O)(=O)NCCc3ccc(C)cc3)cc21 | 12 | -0.9% | 1% | 6% | -10 | 1 | 5% | -4 | -27
10 | COc1cc(CCC(=O)OCC(=O)N2CCc3ccccc32)cc(OC)c1OC | 5 | -0.2% | 4% | -1% | -1 | 4 | nt | -5 | 3
11 | CCOc1cc2c(cc1OCC)CN(CC(=O)Nc1ccccc1C(=O)NC1CC1)CC2 | 0 | -1.1% | 0% | -13% | 1 | 18 | -3% | -5 | 1
12 | COc1ccc(S(=O)(=O)Cc2ccc(C(=O)N3CC(C)CC(C)C3)o2)cc1 (centres undefined) | 14 | 2.9% | 1% | -3% | -6 | 15 | -2% | 0 | 6
13 | O=C(Nc1ccc(F)cc1Cl)n1ncc2cc(Cl)ccc21 | 0 | -2.9% | 0% | 2% | 4 | -2 | -1% | -8 | -10
14 | COc1ccccc1Oc1cn[nH]c1-c1ccc(O)cc1O | 2 | 3.9% | 2% | 9% | -6 | -1 | -1% | 1 | -32*
15 | COc1cccc(NC(=O)c2cc(Cl)nnc2Cl)c1 | 3 | -0.9% | ? | -3% | -1 | 8 | -5% | 2 | 4
16 | COc1ccc(/C=C(/NC(=O)c2ccccc2)C(=O)NCC2CCCO2)cc1 (centres undefined) | 2 | -1.1% | 1% | -2% | -5 | 22 | -4% | -4 | -10
17 | O=C(NCCc1ccccc1)c1cnc2sccn2c1=O | 0 | 9.7% | 1% | 0% | -3 | 3 | -4% | -6 | -16
18 | CCCCc1ccc(-n2nc3cc(Cl)c(NC(=O)c4ccc(OC)cc4)cc3n2)cc1 | 0 | 4.6% | 2% | -4% | -2 | 21 | 1% | -2 | 2
19 | CCOc1ccc(CCNC(=O)CS(=O)Cc2nc(-c3ccc(OC)cc3)oc2C)cc1OCC (centres undefined) | 1 | -1.0% | 0% | 0% | -7 | -4 | -4% | -3 | 5
20 | Cc1ccc2c(c1)N(C(C)C(=O)NCc1ccccn1)C(=O)CO2 (centres undefined) | 2 | 3.8% | 2% | 1% | 2 | 13 | -1% | -4 | 12
21 | Cc1ccc(NC(=O)NCCCCc2ccccc2)cc1 | 7 | 0.3% | 1% | 2% | 9 | 8 | 3% | -11 | -12
22 | Cc1ncc(C[n+]2csc(CCOC(=O)C34CC5CC(CC(C5)C3)C4)c2C)c(N)n1 | 2 | 4.5% | -2% | -11% | 0 | -5 | -3% | -2 | -1
23 | FC(F)(F)c1cc(Oc2ccccc2)ncc1-c1nnc(-c2ccccc2Cl)o1 | 12 | 0.9% | 1% | -1% | -1 | 2 | 3% | 0 | -11
24 | CC(C)n1c(O)c(N=NC(=O)Cn2ccc(C(F)(F)F)n2)c2ccccc21 | 0 | 2.7% | -23% | -14% | -7 | 5 | -3% | -3 | 10
25 | COCCNc1nc(-c2cc(C)c(C)cc2C)cs1 | -2 | -1.1% | 2% | 5% | -4 | -5 | 8% | -3 | nt
26 | COc1ccc(-n2ccnc(SCC(=O)NCc3ccccc3Cl)c2=O)cc1 | -1 | 6.7% | 3% | -1% | 0 | -4 | -8% | -2 | 9
27 | COc1ccc(Cc2nnc(NC(=O)c3cc(OC)cc(OC)c3)s2)cc1 | -1 | -4.5% | -19% | 1% | 4 | -6 | -2% | 1 | -1
28 | CCN1CCN(C(=O)c2ccc(Sc3ccccc3Cl)c([N+](=O)[O-])c2)CC1 | 12 | 1.0% | -2% | 0% | -3 | -22 | -5% | -2 | -15
29 | O=C(Cn1ncc2c(=O)oc3ccccc3c21)N1CCN(c2ccccn2)CC1 | 3 | 0.5% | 1% | 7% | -6 | -2 | 0% | -6 | -17
30 | Cc1ccc(NC(=O)c2cc(S(=O)(=O)Nc3ccc(C)cc3)cs2)cc1 | nt | nt | -7% | -3% | nt | nt | -2% | -2 | nt
31 | Cc1cc(C)cc(NC(=O)N2CCCC2C(=O)Nc2ccc(-n3cnnn3)cc2)c1 (centres undefined) | 3 | -0.9% | 4% | -1% | -5 | 6 | -3% | -7 | 6
32 | Clc1ccc(SCc2cn3ccsc3n2)cc1 | 1 | -0.1% | -1% | nt | -1 | -1 | 3% | -1 | -13
33 | COc1ccc(C2CC(=O)N3CN(c4ccc(C)c(Cl)c4)CSC3=C2C#N)cc1OC (centres undefined) | 5 | 3.0% | -6% | -19% | 1 | 2 | -2% | 14 | -4
34 | CCN(CC)C(=S)SCC(=O)Nc1nc(-c2ccccc2)c(-c2ccccc2)o1 | -2 | -0.8% | -2% | 2% | 2 | -5 | 0% | -4 | -18
35 | COc1ccc(OCCSc2nc(C)nc3ccccc23)cc1 | 11 | 7.4% | 3% | -11% | 5 | 3 | -1% | -4 | 6
36 | Cc1ccccc1CNC(=O)Cn1c(=O)c2cccn2c2cccnc21 | 0 | 2.8% | -1% | -3% | 4 | 2 | -1% | -16 | 0

Reformatted with each value named: 2 of the compounds above
(24) CC(C)n1c(O)c(N=NC(=O)Cn2ccc(C(F)(F)F)n2)c2ccccc21
  D1 agonist = 0	RXFP1 agonist = 2.7%	Vif-APOBEC3G blk = -23%	Vif-APOBEC3F blk = -14%	D1 PAM = -7	D2 potentiator = 5	GRP78 ERSR act = -3%	LDHA inh = -3	D1 antag = 10
(25) COCCNc1nc(-c2cc(C)c(C)cc2C)cs1
  D1 agonist = -2	RXFP1 agonist = -1.1%	Vif-APOBEC3G blk = 2%	Vif-APOBEC3F blk = 5%	D1 PAM = -4	D2 potentiator = -5	GRP78 ERSR act = 8%	LDHA inh = -3	D1 antag = nt

Additional results follow.
No. | SMILES | D1 agonist | RXFP1 agonist | Vif-APOBEC3G blk | Vif-APOBEC3F blk | D1 PAM | D2 potentiator | GRP78 ERSR act | LDHA inh | D1 antag
37 | CCOC(=O)C1CCCN(Cc2cc(=O)oc3cc(C)c(C)cc23)C1 (centres undefined) | 5 | -0.6% | -3% | -22% | 1 | -2 | 5% | -4 | -21
38 | Cc1ccc(NC(=O)COc2cccc(/C=C3\SC(=S)N(CCC(=O)O)C3=O)c2)cc1Cl | 2 | 0.0% | 6% | 2% | -1 | -13 | -7% | -36* | -4
39 | COCCCNC(=S)N1CCC(C(=O)c2ccc3c(c2)OCCO3)CC1 | 12 | 0.0% | 6% | 12% | -8 | -6 | 1% | -15 | 2
40 | Cc1cccc(NC(=O)c2ccc(S(=O)(=O)N3CCOCC3)cc2)n1 | -1 | -1.0% | 5% | -8% | -2 | 9 | 0% | -10 | 6
41 | CC(=O)N1N=C(c2cccc([N+](=O)[O-])c2)OC1(C)CC(=O)Nc1ccccc1 (centres undefined) | 2 | -0.5% | -7% | -24% | -10 | 19 | -5% | -2 | -77*
42 | Cc1nn(-c2ccc(Cl)cc2)c(=O)c2c(C)noc12 | 1 | 0.0% | 5% | -3% | -2 | 2 | 1% | 3 | 4
43 | CC(C)N(Cc1ccccc1)C(=O)COC(=O)c1c(F)cccc1F | nt | nt | -5% | -5% | nt | nt | 0% | -3&-2 | nt
44 | CSCCC(NC(=O)c1ccco1)C(=O)N(C)CC(=O)Nc1ccccc1Br (centres undefined) | 1 | 0.3% | 2% | -11% | -2 | 9 | -2% | -4 | 6
45 | C=CCOc1ccc(NC(=O)C(=O)NCCCn2ccnc2)cc1 | 0 | 3.0% | 2% | -6% | -4 | 1 | -2% | 0 | 6
46 | CC(C)CC(=O)Nc1cccc(C(C)O)c1 (centres undefined) | 2 | -0.9% | nt | nt | -3 | nt | nt | nt | -31*
47 | COc1ccccc1-c1cccc([C@@H]2C[C@H]3[C@H](CON3C)CN2C(=O)C(C)(C)C)c1 | nt | nt | 0% | 3% | nt | nt | -1% | -5 | nt
48 | CSc1cccc(N2C(=O)C3CCCN3C2=S)c1 (centres undefined) | 1 | -0.4% | 5% | 8% | 3 | 0 | -2% | -8 | 3

Reprinted at random: 2 compounds from above.
No. | SMILES | D1 agonist | RXFP1 agonist | Vif-APOBEC3G blk | Vif-APOBEC3F blk | D1 PAM | D2 potentiator | GRP78 ERSR act | LDHA inh | D1 antag
48 | CSc1cccc(N2C(=O)C3CCCN3C2=S)c1 (centres undefined) | 1 | -0.4% | 5% | 8% | 3 | 0 | -2% | -8 | 3
47 | COc1ccccc1-c1cccc([C@@H]2C[C@H]3[C@H](CON3C)CN2C(=O)C(C)(C)C)c1 | nt | nt | 0% | 3% | nt | nt | -1% | -5 | nt
